Screening data deposited in PubChem BioAssay by several laboratories.
Mot1-301 SUMO: blocks SUMOylation pathway, rescuing yeast Mot1-301 growth | S. cerevisiae Mot1-301 growth rescue, ATP luminescence, 38.5C; percent above DMSO median, 100 means doubled | AID 2716 | growth rescue, % at 18.8 µM | 320,000 tested, 1% active;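 active means every valid replicate shows activation above 250% relative to neutral control wells; inactive means the rest, any valid replicate at or below 250%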;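 further: OY570 slx delta 5 strain wells were the positive control but not used for scaling; some compounds called inactive have numbers as strong as hits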
HTR5A inv ctr: counter-screen for OPRM1-OPRD1 inverse agonists: human HTR5A inverse agonism; HTR5A cell line, luminescence; inhibition, % at 9.3 µM; 340,000 tested, 0.083% active; AID 504634; in the data active means inhibition mostly above about 23%, no sharp cut-off; inactive means mostly below about 18%;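 further: 0% = cells with DMSO and 100% = no-cell wells with DMSO; some compounds called inactive have numbers as strong as hits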
Target sequence (P47898 whole entry, looked up): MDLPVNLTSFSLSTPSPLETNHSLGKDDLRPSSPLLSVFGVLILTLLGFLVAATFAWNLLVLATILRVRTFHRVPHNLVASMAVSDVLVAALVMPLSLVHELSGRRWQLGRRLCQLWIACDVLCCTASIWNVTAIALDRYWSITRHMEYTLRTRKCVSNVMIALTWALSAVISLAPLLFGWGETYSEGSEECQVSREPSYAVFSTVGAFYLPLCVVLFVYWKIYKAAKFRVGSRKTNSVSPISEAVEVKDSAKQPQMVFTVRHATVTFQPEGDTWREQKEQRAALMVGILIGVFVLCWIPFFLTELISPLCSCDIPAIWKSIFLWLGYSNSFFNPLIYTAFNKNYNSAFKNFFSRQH
E coli growth: counter-screen for AddAB inhibitors: E. coli growth inhibition. E. coli V3065 growth, OD600 absorbance, 18 h. inhibition, % at 11.9 µM. 330,000 tested, 0.27% active;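 active means inhibition above the campaign's mean inhibition across all tested compounds plus 3 SD, cut at about 9.9% in these data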;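 further: uninfected addAB+ strain grown without phage in ampicillin broth; 0% = DMSO wells and 100% = ciprofloxacin 0.95 µg/ml wells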
HTR5A ag: counter-screen for OPRM1-OPRD1 agonists: human HTR5A agonism; P47898; HTR5A agonist assay, luminescence, cell-based; activation, % at 9.3 µM; 340,000 tested, 0.61% active; in the data active means activation mostly above about 9.5%, no sharp cut-off; inactive means mostly below about 7.6%;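 further: 0% = cells with vehicle only and 100% = reference agonist; strong numbers were not always called active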
phage Ecoli inh: E. coli growth loss with phage present. growth absorbance. inhibition, % at 11.9 µM. 360,000 tested, 0.26% active. AID 651602; in the data active means inhibition above about 11%
CDK5 inh: inhibitors of human CDK5/p35 kinase | Recombinant CDK5/p35, ADP-Glo luminescence, 60 min | inhibition, % at 10 µM | 330,000 tested, 0.01% active;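 active means highest replicate inhibition of at least 50% and at least 75% of replicates reaching 50%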;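 further: plate controls were DMSO neutral control for no effect and GW8510 at 10 µM for full effect; many of its hits are not listed in these tables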
Target sequence (Q00535 whole entry, looked up): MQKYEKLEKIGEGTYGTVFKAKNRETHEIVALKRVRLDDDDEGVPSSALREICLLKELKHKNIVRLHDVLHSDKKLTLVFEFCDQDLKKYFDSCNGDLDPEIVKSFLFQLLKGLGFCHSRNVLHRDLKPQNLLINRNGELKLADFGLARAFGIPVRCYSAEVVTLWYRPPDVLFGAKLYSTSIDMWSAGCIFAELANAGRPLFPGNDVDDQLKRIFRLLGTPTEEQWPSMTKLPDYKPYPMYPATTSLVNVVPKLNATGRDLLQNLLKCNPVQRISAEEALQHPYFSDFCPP
Target sequence (Q15078 whole entry, looked up): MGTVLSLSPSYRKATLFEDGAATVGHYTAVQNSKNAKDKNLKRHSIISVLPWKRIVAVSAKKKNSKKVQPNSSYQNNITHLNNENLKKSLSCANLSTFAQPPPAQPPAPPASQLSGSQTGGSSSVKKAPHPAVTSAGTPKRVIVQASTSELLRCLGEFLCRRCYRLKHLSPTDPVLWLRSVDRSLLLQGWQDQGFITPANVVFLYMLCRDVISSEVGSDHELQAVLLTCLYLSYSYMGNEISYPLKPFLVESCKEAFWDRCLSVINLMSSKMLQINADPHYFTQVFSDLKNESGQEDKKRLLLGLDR
DAGLB inh: blocks human DAGLB lipase activity. Q8NCG7. 340,000 tested, 0.059% active. HEK293T DAGLB membrane lysate, EnzChek fluorogenic substrate. inhibition, % at 5.17 µM; in the data active means inhibition above about 34%;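 further: 0% = enzyme with vehicle and 100% = wells lacking enzyme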
Tat transport: E. coli Tat transport inhibition; E. coli MC4100 TorA-mCherry Tat export, fluorescence; inhibition, % at 10 µM; 340,000 tested, 0.036% active;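 active means mean replicate inhibition at least 50% and at least half of replicates individually reaching 50%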;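 further: exported cargo escapes ClpAP degradation while cytoplasmic cargo is degraded and loses fluorescence; 0% = median of neutral control wells and 100% = median of NaSCN control wells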
AddAB inh: less growth of phage-infected E. coli with AddAB. E. coli expressing H. pylori AddAB, absorbance growth. 330,000 tested, 0.29% active. inhibition, % at 11.9 µM; in the data active means inhibition above about 12%;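 further: 0% = vehicle wells of infected cells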
PKA-R1A activ: PKA-R1A complex activation; activation, % at 11.4 µM; P00514+P68181; PKA-R1A dissociation, Cy5-IP20 fluorescence polarization; scaled: DMSO 0%, 113 µM cGMP 100%; 340,000 tested, 0.083% active; AID 504707;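 active means percent activation above the mean of all tested compounds plus 3 SD, cut at about 19% in these data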;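 further: higher means more PKAc released from R1A so a rise in polarization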
PKA-R2B activ: activates the human PKA-R2B holoenzyme complex; PKA-R2B holoenzyme dissociation, Cy5-IP20 fluorescence polarization; R2B truncated from residue 108, S112A mutant; 0% DMSO only, 100% 113 µM cGMP; 340,000 tested, 0.079% active; AID 504700; activation, % at 11.4 µM; P22694+P31323;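 active means activation above a cutoff set at the mean over all compounds plus 3 SD, cut at about 18% in these data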;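 further: higher means more holoenzyme dissociation and a rise in polarization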
The depositor's hits bear a star; x = not tested or not shown.

SMILES	Mot1-301 SUMO	HTR5A inv ctr	E coli growth	HTR5A ag	phage Ecoli inh	CDK5 inh	DAGLB inh	Tat transport	AddAB inh	PKA-R1A activ	PKA-R2B activ
CN(C)CC(=O)Nc1nc(-c2ccccc2)cs1	-5	3	-1.3	4	1.2	-0.4	-1	9	0.9	-8	-4
O=C(NCc1ccc(Cl)cc1Cl)c1ccc2nc[nH]c2c1	-9	13	4.1	-5	1.8	-0.4	0	-9	1.6	-3	1
Clc1ccc(OCCCN2CCc3ccccc3C2)c(Br)c1	17	-13	-0.6	3	2.1	-2.0	-9	-14	1.1	2	0
CCSc1nnc(NC(=O)c2cc3c(s2)CCCC3)s1	105	-6	0.6	0	2.4	1.6	-2	0	0.8	8	-6
O=C(Nc1cc(Oc2ccccc2)cc([N+](=O)[O-])c1)C12CC3CC(C1)CC(n1cnc(Cl)n1)(C3)C2	2	7	-1.2	2	1.1	-0.1	-26	-10	-2.0	-12	-5
COCCNC(=O)CN1C(=O)CSc2ccc(S(=O)(=O)N3CCOCC3)cc21	-16	-10	-0.2	3	1.4	-9.6	-1	-2	-2.1	1	2
Cc1c(C(=O)NC2CCCc3ccccc32)oc2ccc(S(=O)(=O)N3CCOCC3)cc12 (stereo not drawn)	-4	-7	0.5	2	2.6	-1.0	-1	-3	2.9	-13	-7
COC(=O)[C@H](Cc1ccccc1)NC(=O)NCc1ccccc1OC	-10	-30	0.0	1	2.5	0.5	0	-4	0.8	-15	-6
Cc1ccc(CSCc2ccc(C(=O)NC3CC3)o2)cc1	5	-4	-4.0	-3	2.2	1.4	-1	1	0.9	-1	8
CCNc1ccc(C(=O)OCC(=O)c2cc(C)n(Cc3ccc4c(c3)OCO4)c2C)cc1[N+](=O)[O-]	-14	6	0.6	-1	2.4	-2.6	1	-7	2.6	7	-8
Fc1ccc(COc2ccc(Cl)cc2/C=N/Nc2nc(N3CCCC3)nc(N3CCCC3)n2)cc1	23	-17	-0.8	-1	-0.8	1.2	-3	8	0.1	-12	-5
O=C(Cn1nc(Cc2cccnc2)c2ccccc2c1=O)NCC1COc2ccccc2O1 (stereo not drawn)	-5	16	0.0	-6	2.0	-2.3	0	8	2.9	-2	3
Cc1ccc(C(C(=O)NC2CCCCC2)N(Cc2ccco2)C(=O)C2COc3ccccc3O2)o1 (stereo not drawn)	0	-14	3.2	4	-0.5	0.6	-2	-2	2.6	-13	-6
COc1ccccc1N1CCN(C(CNS(=O)(=O)c2ccccc2)c2cccnc2)CC1 (stereo not drawn)	3	11	0.7	-4	x	2.3	1	-5	-2.9	-8	0
CC(=O)Nc1ccc(S(=O)(=O)Oc2cccc(/C=C3\SC(N)=NC3=O)c2)cc1	-6	-25	-1.5	9	5.4	-0.2	2	-6	-0.8	-14	-5
O=C(CCCCCN1C(=O)c2ccccc2C1=O)Nc1nccs1	-24	12	0.2	2	2.4	0.0	1	11	1.5	-11	-9
OCC1(CCc2ccccc2)CCN(Cc2cc(F)ccc2-n2cccn2)CC1	-6	2	-0.4	-1	2.7	-0.5	-2	5	2.3	-6	-6
CC(C)(C)Cc1nnc(NC(=O)c2ccc([N+](=O)[O-])cc2)s1	0	26	-0.9	2	5.1	1.1	-1	-6	-0.5	-9	-4
Cc1ccc(CNC(=O)CCC(=O)n2ncc3cc(C)ccc32)cc1	-16	3	0.2	5	1.8	-1.1	-4	-3	-0.8	-14	-3
O=C(O)c1[nH]c2ccccc2c1C(c1cc(Br)ccc1O)c1c(C(=O)O)[nH]c2ccccc12	-21	-11	0.3	3	-0.2	-3.8	14	-3	2.8	4	-1
O=S(=O)(c1cnc(Cl)c(Br)c1)N1CCCCCC1	32	-20	0.5	7	1.5	1.7	-5	-4	2.6	2	6
COc1ccc(/C=C2\SC(=O)N(CCNC(=O)Cn3[nH]c(=O)c4ccccc4c3=O)C2=O)cc1	5	-8	-0.2	2	1.4	0.4	3	-12	0.6	2	-7
Cc1ccc(-n2c(-c3ccco3)nc3nc4ccccc4nc32)cc1	-14	-5	-0.3	-5	2.8	-1.7	-2	4	0.3	-9	-4
CCN1CC(C)C(O)(c2ccccc2)CC1C (stereo not drawn)	13	-7	0.1	-4	4.0	0.9	1	-1	-0.9	6	3
CN1CCN(S(=O)(=O)c2cccc(C(=O)Nc3cc(C(N)=O)cc(C(N)=O)c3)c2)CC1	130	-3	-0.6	1	2.4	-0.1	0	-3	1.9	1	3

Next records follow:
SMILES	Mot1-301 SUMO	HTR5A inv ctr	E coli growth	HTR5A ag	phage Ecoli inh	CDK5 inh	DAGLB inh	Tat transport	AddAB inh	PKA-R1A activ	PKA-R2B activ
CCCC(CCC)C(=O)NC1CCN(Cc2ccccc2)CC1	34	-3	0.1	0	5.0	-0.5	0	-5	0.9	-2	1
CC(C)C(=O)N=c1sc2cccc(F)c2n1C	-15	2	-0.8	4	-11	-0.1	-5	-3	-1.9	8	-6
CCN(CC)c1ccc(C(=O)OCC(=O)Nc2ncccn2)cc1	-8	14	0.5	-3	1.2	-1.9	3	0	1.8	-2	-12
COc1cc(C2Nc3ccccc3NC3=C2C(=O)CC(C)(C)C3)cc(OC)c1OC(C)=O (stereo not drawn)	87	1	-3.0	0	0.7	0.7	-2	4	-0.7	13	7
CNc1nc(-c2cccs2)cc(C(F)(F)F)c1C#N	-4	-1	2.5	2	3.1	-0.7	-7	-4	1.8	1	5
Cc1ccc2c(c1)N(CC(=O)N1CCCC1)C(=O)C(C)O2 (stereo not drawn)	-4	-17	0.5	5	2.8	-0.4	-3	-6	0.5	1	7
c1ccc2c(c1)OC(CCCN1CCCCC1)c1ccccc1S2 (stereo not drawn)	-25	-14	3.8	1	4.0	0.7	1	3	5.0	-1	-3
Cc1ccc(C)c(SCC(=O)Nc2cccnc2Cl)c1	x	2	2.8	5	3.8	-1.8	-3	1	0.8	-14	-6
CCNC(=O)c1ccc2c(c1)C1C3CCC(C3)C1C(c1ccccc1)N2 (stereo not drawn)	-7	10	3.4	0	2.6	-1.7	1	4	4.3	-9	-12
CSCCC(NC(=O)C1CC1)c1nc2ccccc2[nH]1 (stereo not drawn)	-7	10	1.2	-4	0.6	0.9	-1	1	1.4	12	-16
CC(C)=CCC/C(C)=C/CC/C(C)=C/COc1ccc2ccc(=O)oc2c1	-3	-8	-1.8	3	0.8	0.5	-2	2	2.8	0	-1
COc1ccc(OC)c(N(CC(=O)NCCSCc2ccco2)S(=O)(=O)c2ccc(OC)c(OC)c2)c1	9	18	-3.1	3	2.1	-0.6	-3	-5	-0.6	-8	8
CC(=O)CC1(C)OC(N)=C(C#N)C1(C#N)C#N (stereo not drawn)	7	-9	-0.9	4	2.0	-1.5	-6	-1	2.0	-11	2
Cc1ccc(C)c(Nc2c([N+](=O)[O-])ccc3nonc23)c1	11	-16	0.1	4	1.2	-0.9	15	-5	-0.2	3	1
COC(=O)CSc1nnc(-c2cccc(NC(=O)c3ccc(C)cc3)c2)n1C	-4	-21	1.9	2	-0.2	-0.6	-1	4	3.2	0	-8
Cc1cc(C)nc(-n2cc(C(=O)c3cc(F)ccc3O)cn2)n1	6	-12	1.6	5	2.9	-4.3	3	-1	1.7	5	-10
Cc1ccc(-c2cnco2)cc1	17	-10	2.8	0	1.8	-0.5	2	-4	5.2	11	-2
CCc1ccccc1NC(=O)NC1CCCCCCC1	70	-5	x	1	0.9	-1.9	-4	-6	x	2	-5
COc1ccc(-c2cc(C)no2)cc1S(=O)(=O)NCCc1ccco1	71	15	-1.4	-5	2.5	0.1	-3	1	2.7	3	1
COc1cccc(CNc2nc(SC)ncc2CO)c1	-2	12	0.9	-1	1.4	x	-4	11	1.0	4	-1
COc1cccc(-n2c(SCc3c(C)noc3C)nnc2-c2cccc(S(=O)(=O)N(C)C)c2)c1	3	18	1.0	2	0.5	-1.1	-3	-3	0.1	-7	-17
CCOC(=O)c1c(NC(=O)CCS(=O)(=O)c2ccccc2)sc2c1CCN(C(C)C)C2	-24	16	-0.8	-1	2.0	1.6	0	1	3.5	-6	-3
Cc1ccc(CNC(=O)C2CCCN2C(=O)Nc2ccc(F)cc2)cc1 (stereo not drawn)	-4	-4	1.8	1	3.0	-0.1	1	2	1.8	1	-2
COc1ccc(-n2c(Cc3cccn3C)nnc2SCC(=O)Nc2cccc(Cl)c2)cc1	25	3	0.0	-1	2.3	-0.3	2	3	2.7	0	8
Oc1ccccc1/C=N/[n+]1ccccc1	x	-6	-0.9	-3	-1.8	3.8	-1	-6	3.5	-11	-12

Remaining list, next part
SMILES	Mot1-301 SUMO	HTR5A inv ctr	E coli growth	HTR5A ag	phage Ecoli inh	CDK5 inh	DAGLB inh	Tat transport	AddAB inh	PKA-R1A activ	PKA-R2B activ
CCCC(NCC(=O)Nc1ccccc1C(=O)NC1CC1)c1ccccc1 (stereo not drawn)	x	-3	x	1	-1.1	1.9	-2	1	x	-4	-8
Cc1ccc(C(=O)OCC(=O)N2CC(C)CC(C)C2)cc1S(=O)(=O)N1CCOCC1 (stereo not drawn)	13	2	2.3	-1	-1.8	0.7	-2	-6	-1.4	-12	-4
Cc1[nH]n(-c2ccccc2)c(=O)c1/C=N/N(C)c1ccccc1	-5	-8	-1.1	3	-0.7	0.3	-4	5	1.4	10	3
C#CCOc1ccc(Cl)cc1/C=N/O	-15	-7	-0.1	6	3.0	0.8	-1	1	0.6	7	-1
O=C(NCCN1C(=O)C2C3C=CC(C3)C2C1=O)Nc1cccnc1 (stereo not drawn)	-5	1	-1.5	0	4.1	1.3	2	8	2.9	-4	4
CC(C)/C=N/NC(=O)c1ccc(Cl)cc1	6	21	-3.2	-8	5.1	1.0	-7	-1	0.5	2	0
O=C1CN(C(=O)CSc2nc3ccccc3c(=O)n2CC2CCCO2)c2ccccc2N1 (stereo not drawn)	x	22	2.9	5	4.6	0.5	2	-1	2.0	0	-9
CCOC(=O)[C@@H]1[C@H]2COc3ccc(Br)cc3[C@@H]2N2C(=O)N(c3ccc(F)cc3)C(=O)[C@@]12C	29	11	-0.7	-5	-0.8	-0.2	-4	-3	4.0	9	-7
Cc1ccc(Cn2nnc3c(=O)[nH]c(C4CCN(S(=O)(=O)c5ccccc5F)CC4)nc32)cc1	-12	-1	-3.0	1	2.0	-2.2	1	12	1.7	-14	1
Cc1ccc(NC(=O)c2ccccc2NC(=O)Cc2ccccc2)cc1	148	-5	1.5	1	1.9	0.2	-2	11	3.1	-10	-17
O=C(COC(=O)c1n[nH]c(=O)c2ccccc12)Nc1cccc(S(=O)(=O)N2CCOCC2)c1	x	-8	x	3	2.3	0.3	-3	-9	x	3	-6
CCCCOc1ccc(NC(=O)CN2CCN(Cc3ccccc3)CC2)cc1	7	3	0.2	-1	0.9	1.3	1	-8	1.3	-5	-2
CN(C)c1cc[n+](CC(=O)Nc2ccc(OC(F)F)cc2)cc1	-12	14	2.0	4	1.9	-0.1	3	24	1.8	0	2
O=C(COc1cccc2cccnc12)N/N=C1\SCC(=O)N1Cc1ccccc1	-17	7	2.2	0	3.6	1.7	-1	5	0.6	7	6
